SDO1 yeast rescue: compounds rescuing growth of sdo1-depleted yeast, bone marrow failure model; S. cerevisiae sdo1-depleted JHY4D growth rescue, OD600 30 h; active compounds read high; pdr5 snq2 efflux-pump mutant strain; 140,000 tested, 0.21% active; z-score at 10 µM;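 active = z-score above 3 at both the 24 hr and the 30 hr optical density reads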;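 also: z-score against mean and SD of all compound wells on the same plate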
INS promoter inh: TRM-6 insulin promoter activity inhibition; TRM-6 cells (human fetal islet line), insulin promoter-eGFP reporter, imaging; reporter expression induced with tamoxifen; inhibition, % at 2 µM; 130,000 tested, 0.9% active; AID 1273;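 active = inhibition above the mean plus 3 SD, with well images judged a real hit on visual review, cut at about 60% in these data, passing the limit was not always enough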
SDO1 yeast rescue Rescue 24 h: recorded beside SDO1 yeast rescue, whose call it bears; z-score; S. cerevisiae sdo1-depleted JHY4D growth rescue, OD600; measured here: growth rescue at 24 h;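 0 is the plate mean of compound wells and units are plate SD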
Active calls of the source: *.

SDO1 yeast rescue Rescue 24 h | SDO1 yeast rescue | INS promoter inh | Molecule
0.74 | 0.38 | -36.4 | CCCCOc1ccc(CC(=O)NO)cc1
-1.67 | -1.17 | -28.6 | C[C@@H]1C[C@H]2[C@@H]3C[C@H](F)C4=CC(=O)C=C[C@]4(C)[C@@]3(F)[C@@H](O)C[C@]2(C)[C@@]1(O)C(=O)COC(=O)C(C)(C)C
0.21 | 0.76 | 20.0 | O=c1cc(-c2ccc(O)cc2)oc2cc(O[C@@H]3O[C@H](CO)[C@@H](O)[C@H](O)[C@H]3O[C@@H]3OC[C@](O)(CO)[C@H]3O)cc(O)c12
0.87 | 0.24 | 38.1 | COc1ccc2ccc(=O)oc2c1
0.96 | 1.04 | -52.4 | NC(N)=NC(=O)Cc1c(Cl)cccc1Cl
-0.34 | -1.96 | 66.7* | Cc1cccc2c1NC(=O)/C2=C\C(=O)c1cccs1

Given as labelled records: part of the list above
C[C@@H]1C[C@H]2[C@@H]3C[C@H](F)C4=CC(=O)C=C[C@]4(C)[C@@]3(F)[C@@H](O)C[C@]2(C)[C@@]1(O)C(=O)COC(=O)C(C)(C)C
  SDO1 yeast rescue Rescue 24 h: -1.67 | SDO1 yeast rescue: -1.17 | INS promoter inh: -28.6
COc1ccc2ccc(=O)oc2c1
  SDO1 yeast rescue Rescue 24 h: 0.87 | SDO1 yeast rescue: 0.24 | INS promoter inh: 38.1
O=c1cc(-c2ccc(O)cc2)oc2cc(O[C@@H]3O[C@H](CO)[C@@H](O)[C@H](O)[C@H]3O[C@@H]3OC[C@](O)(CO)[C@H]3O)cc(O)c12
  SDO1 yeast rescue Rescue 24 h: 0.21 | SDO1 yeast rescue: 0.76 | INS promoter inh: 20.0

Only part of the results is shown; the hit share may differ from the screen's.
